GAA glycogen mod = alters human alpha-glucosidase cleavage of glycogen; P10253; recombinant GAA, glycogen substrate, Amplex Red glucose oxidase fluorescence; Potency, µM (highest dose often 76.4 µM), for inactives: top-dose activity change, negative = inhibition, hits mostly inhibitors; hit rate 0.38% among 300,000; AID 2100; active means well fitted inhibition curve with a large enough effect; inconclusive means small, poorly fitted or top-dose-only effect, or another doubt; inactive means no such curve, though single readings can be large or run the other way;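 further: 0% = full enzyme reaction and -100% = no-enzyme basal signal; the screen sought inhibitors and activators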
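Recombinant human alpha-glucosidase (4 nM final) hydrolysed bovine liver glycogen (30 ug) for 40 min at 37 C in pH 5.0 citrate/phosphate with 0.01% Tween-20. Released glucose detected by glucose oxidase/Amplex Red, Ex 573/Em 610 nm. Compounds up to 77 uM; AC50 from Hill fits.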
Active calls of the source: *; ? = inconclusive; [ ] = remark or other dose. Potency means the concentration at half of the fitted maximal effect.

SMILES	GAA glycogen mod
COc1ccc(S(=O)(=O)N2CCOCC2)cc1NC(=O)Cc1coc2cc(C)c(C)cc12	-7.1%[76.3 µM]
COc1ccc(NC(=O)c2cc(S(=O)(=O)N3CCCCC3)c[nH]2)c(OC)c1	12.8%[76.3 µM]
CCCc1nc2ccccc2c(=O)n1CC(=O)c1ccc(F)cc1	3.0%
Cc1nn(C(C)C(=O)N2CCOCC2)c(=O)c2nn(-c3ccccc3)c(C)c12 (stereo not drawn)	-15.3%[76.3 µM]
CCCNC(=O)c1cc(-c2ccccc2)c(N2CCCCC2)s1	-8.4%
COc1ccc(NC(=O)CCNS(=O)(=O)c2ccccc2F)cc1S(N)(=O)=O	3.0%
COc1ccc(C)cc1S(=O)(=O)N1CCCC(C(=O)N2CCN(c3ccccc3F)CC2)C1 (stereo not drawn)	1.5%[76.3 µM]
CC(C)CN(C(=O)CN(C)S(=O)(=O)c1ccc(Cl)cc1)C1CCS(=O)(=O)C1 (stereo not drawn)	3.9%[76.3 µM]
O=C(C1CCN(S(=O)(=O)c2cc(Cl)ccc2Cl)CC1)N1CCOCC1	7.3%
O=C(CSCc1ccco1)N1CCc2ccccc21	-15.6%[76.3 µM]
Cn1cc([N+](=O)[O-])c(C(=O)N2CCN(Cc3ccc4c(c3)OCO4)CC2)n1	-11.8%[76.3 µM]
CC(C)NC(=O)c1ccc(CN2CCc3ccccc3C2)cc1	-3.5%[76.3 µM]
Clc1ccc(-c2nnc(-c3cccnc3)o2)cc1	2.5%[76.3 µM]
COc1ccccc1NC(=O)C1CCN(S(C)(=O)=O)CC1	16.7%[76.3 µM]
CNC(=O)c1ccc(S(=O)(=O)c2ccc(Cl)cc2)c(NC(C)=O)c1	1.6%
O=C(O)c1nc(NCCc2ccccc2)ncc1Cl	-0.3%
O=[N+]([O-])c1ccc(OCCCCCN2CCOCC2)cc1	-24.6%[76.3 µM]
COc1cc2c(cc1OC)CN(C(=O)/C=C/c1ccc([N+](=O)[O-])cc1)CC2	1.2%[76.3 µM]
COc1cc(NC(=O)CCNC(=O)Cn2cnc3sc4c(c3c2=O)CCCC4)cc(OC)c1OC	-1.1%[76.3 µM]
O=C(NC(=S)Nc1ccccc1N1CCOCC1)c1ccc(Br)cc1	-15.8%[76.3 µM]
CC(C)=CCN1CCN(CCCc2ccccc2)CC1CCO (stereo not drawn)	9.6%[76.3 µM]
CCNS(=O)(=O)c1ccc(CCC(=O)N2CCN(c3ccccc3)CC2)cc1	-5.4%[76.3 µM]
Cc1ccc(S(=O)(=O)NCc2ccccc2)cc1C(=O)NC1CCC(C)CC1 (stereo not drawn)	-2.4%[76.3 µM]
Cc1ccc(NC2CCCN(C(=O)CCc3ccncc3)C2)cc1C (stereo not drawn)	-0.6%[76.3 µM]
COc1ccc(S(=O)(=O)N(C)c2ccc(C(=O)Nc3ccccc3C(=O)N3CCOCC3)cc2)cc1OC	1.8%[76.3 µM]
Cc1cccc(S(=O)Cc2ccc(C(=O)N3CCN(C(=O)c4ccco4)CC3)o2)c1 (stereo not drawn)	-2.1%[76.3 µM]
CCOc1cc(/C=N/NC(=O)c2cc(-c3ccccc3)nc3ccccc23)ccc1O	-7.4%
CCN(CC(=O)NC(C)(C)C)C(=O)CN1c2cccc3cccc(c23)S1(=O)=O	5.2%
CCOC(=O)Nc1ccc2c(CN(C)Cc3ccc(F)cc3)cc(=O)oc2c1	-12.6%
CCOc1ccc(C(=O)NCCc2cnc[nH]2)cc1OCC	6.8%
COC(=O)c1ccc(C(=O)N=c2sccn2C)cc1	-6.3%[76.3 µM]
O=C(O)c1ccc(CN(Cc2ccccc2)S(=O)(=O)c2ccc(Cl)cc2)cc1	1.1%
CC(=O)c1cccc(CN2CCCC(N3CCN(c4ccccc4F)CC3)C2)c1 (stereo not drawn)	19.1%[76.3 µM]
O=C(NCc1ccc(Cl)s1)C1CCC(=O)N(CCc2ccccn2)C1 (stereo not drawn)	-0.7%[76.3 µM]
O=C(NC(=S)Nc1ccc(Cl)c(C(=O)O)c1)c1ccco1	-11.0%[76.3 µM]
CCN(CC)CCCN(C(=O)c1ccco1)c1nc(-c2ccc(Cl)cc2)cs1	2.6%[76.3 µM]
Cc1cc(C)c2[nH]c3nc(SCC(=O)O)nnc3c2c1	10.9%[76.3 µM]
Cc1cccc(Nc2nc(N)c([N+](=O)[O-])c(N3CC(C)OC(C)C3)n2)c1 (stereo not drawn)	-9.0%
CCCNC(=O)CN1CCN(c2cc3ccccc3c(Cl)n2)CC1	-1.5%[76.3 µM]
CCOc1ccc(N2CC(C(=O)NC3CCCCCC3)CC2=O)cc1 (stereo not drawn)	-13.9%[76.3 µM]
O=C(O)c1nn(CC(=O)N2CCN(c3ncc(C(F)(F)F)cc3Cl)CC2)c(=O)c2ccccc12	7.1%
COc1ccccc1CNc1ncccc1[N+](=O)[O-]	1.6%
Cc1ccc(S(=O)(=O)N2CCCc3ccccc32)cc1C	-8.9%[76.3 µM]
NS(=O)(=O)c1ccc(CNC(=O)COc2ccc3c4c(c(=O)oc3c2)CCCC4)cc1	-4.4%[76.3 µM]
CCOC(=O)CC1CCCCN1C(=O)CCCn1nnnc1CN1CCC(C)CC1 (stereo not drawn)	-4.5%[76.3 µM]
CC(C)C(=O)Nc1ccc(NC(=O)c2ccc3c(c2)OCO3)cc1	-13.6%[76.3 µM]
CCCCNC(=O)c1ccc2c(c1)N(C)C(=O)c1ccccc1S2	-2.4%
CC1CCCC(NC(=O)C2CCN(S(=O)(=O)c3cccc4nonc34)CC2)C1C (stereo not drawn)	-5.6%
O=C(O)C1CCCN(C(=O)c2cccc3ccccc23)C1 (stereo not drawn)	-1.7%[76.3 µM]
C[C@H]1CN(CCc2ccccc2)C(=O)[C@@H]1CC(=O)NCc1ccccc1	-9.6%[76.3 µM]
COC(=O)c1cc(S(=O)(=O)NCC2CCN(CCc3ccc(OC)cc3)CC2)c[nH]1	2.2%[76.3 µM]
CCNc1ccc(C(=O)OCC(=O)N2CCCC2)cc1[N+](=O)[O-]	-11.7%
Cc1cc2cc(C#N)c(N3CCOCC3)nc2cc1Cl	1.1%
COc1ccc2c(c1)C(=O)N(Cc1ccccc1)C(=O)C2(C)C	-6.5%
COC(CNC(=O)c1ccc(CS(=O)(=O)c2ccccc2)o1)OC	0.1%
CCCn1c(C2CCCN2c2nc(-c3ccc(C)cc3)cs2)nc2ccccc21 (stereo not drawn)	-11.0%[76.3 µM]
CCOC(=O)C1=C(CCc2ccccc2)NC(=O)NC1c1ccc2ccccc2c1 (stereo not drawn)	-10.6%[76.3 µM]
O=C(CSc1nnc(-c2ccco2)n1-c1ccccc1)NCC1CCCO1 (stereo not drawn)	-8.0%[76.3 µM]
CC(C)c1ccc(S(=O)(=O)N2CCC3(CC2)OCCO3)cc1	5.4%[76.3 µM]
COC(=O)c1c(C(=O)OC)c(-c2ccc(F)cc2)n2c1CS(=O)C2 (stereo not drawn)	2.1%

More entries follow.
SMILES	GAA glycogen mod
CCc1c(C)c2cc(Cl)c(O)c(CN3CCCC3)c2oc1=O	-3.2%
O=c1[nH]c(C2CCN(S(=O)(=O)c3ccc(S(=O)(=O)NC4CC4)cc3)CC2)nc2c1nnn2Cc1ccc(F)cc1	-8.9%
O=C(O)CSc1nnc(COc2ccc(Br)cc2)n1-c1ccccc1	15.1%[76.3 µM]
CCCNC(=O)c1ccc(N2CCC3(CC2)CC(c2ccccc2)=NO3)c(NC(=O)c2cccc(C)c2)c1	-11.5%[76.3 µM]
CCOc1ccccc1C1NC(=O)CCC1[N+](=O)[O-] (stereo not drawn)	0.4%[76.3 µM]
COc1ccc(OC)c(S(=O)(=O)N2CCC(C(=O)NCc3ccccn3)CC2)c1	?
CN1CCN(c2nc3ccccn3c(=O)c2C=O)CC1	-4.7%[76.3 µM]
CCOc1ccc(CN2CCN(c3ncnc4scc(-c5ccccc5)c34)CC2)cc1	0.8%
COc1cc(Br)ccc1C1CC(=O)C(C)C(c2ccc(Br)cc2OC)N1 (stereo not drawn)	3.6%
O=C(CCNC(=O)c1ccco1)Nc1ccccc1OC(F)F	-9.5%
O=C1CCC(C(=O)N2CCCC(Nc3ccc(F)cc3)C2)=NN1 (stereo not drawn)	-4.1%[76.3 µM]
COc1cccc(CN2CCC(Oc3ccc(C(=O)N4CCCCC4)cc3)CC2)c1O	-9.5%[76.3 µM]
COc1ccc(N(CC(=O)N/N=C(\C)c2ccc(C)cc2)S(=O)(=O)c2ccccc2)cc1	-4.4%
CCOc1ccc(S(=O)(=O)N(CC)CC(=O)N2CCCC2)cc1C	16.5%[76.3 µM]
CN(C(=O)Nc1ccccc1)C1CCCc2ccccc21 (stereo not drawn)	-7.5%
Cc1cccc(N2CCN(C(=O)NCc3ccc(F)cc3)CC2)c1C	-0.3%
C/C(=N\NC(=O)CNC(=O)c1cccc(F)c1)c1ccc2ccccc2c1	0.0%
CC[C@H](C)[C@@H](CNC)NC[C@@H](Cc1ccc(O)cc1)NCC(C)(C)C	2.3%[76.3 µM]
COc1cccc(C(=O)Nc2sc3c(c2C(=O)O)CCCC3)c1	-0.9%
CC(C)c1nc2cc(C(=O)N3CCNC(=O)C3c3ccc(F)cc3)ccc2o1 (stereo not drawn)	-2.0%[76.3 µM]
O=C(NC(=S)Nc1ccc(F)c(Cl)c1)C1CC1	2.6%[76.3 µM]
Cc1cc(C)nc(/N=C(\N)Nc2ccc(OCCC(C)C)cc2)n1	5.8%[76.3 µM]
COc1cccc(C2C(C(=O)c3cc4ccccc4o3)=C(O)C(=O)N2CCN2CCOCC2)c1 (stereo not drawn)	-4.4%
O=C(O)CCN1C(=O)c2ccc(Oc3ccc([N+](=O)[O-])cc3)cc2C1=O	4.3%[76.3 µM]
O=C(Cc1ccccc1[N+](=O)[O-])NC1CCN(Cc2ccccc2)CC1	2.8%[76.3 µM]
Cc1c(C)n(CCc2ccccc2)c2ncnc(NCCO)c12	1.2%
NC(=O)c1c(NC(=O)C2CC=CCC2C(=O)O)sc2c1CCCCC2 (stereo not drawn)	4.9%[76.3 µM]
COc1cccc(CNS(=O)(=O)c2ccc3c(c2)NC(=O)CS3)c1	-4.4%[76.3 µM]
Cc1ccc(C(=O)C2=C(O)C(=O)N(Cc3cccnc3)C2c2ccc(Br)cc2)o1 (stereo not drawn)	-0.7%[76.3 µM]
CN(C)c1ccc(CNC(=O)c2cc(S(=O)(=O)N3CCCC3)cn2C)cc1	?
CC1CN(C(=O)CCC(=O)NCc2ccc(Cl)cc2)c2ccccc2S1 (stereo not drawn)	22.0%[76.3 µM]
O=C(Nc1cccc(Cl)c1)N1CCOCC1	-2.7%[76.3 µM]
CC(=O)Nc1ccc(S(=O)(=O)N(Cc2cccnc2)Cc2cc3ccc(C)cc3[nH]c2=O)cc1	-16.7%[76.3 µM]
COc1ccc(C(CNC(=O)c2ccc3c(c2)OCCO3)N(C)C)cc1 (stereo not drawn)	1.3%
CCOc1ccc(NC(=O)Cn2nnc(C(=O)NCc3ccc4c(c3)OCO4)c2N)cc1	-4.3%[76.3 µM]
CC(C)NC(=O)COc1coc(CN2CCN(Cc3ccccc3)CC2)cc1=O	-0.6%[76.3 µM]
COc1ccc(S(=O)(=O)N2CCCC(C(=O)NCc3ccccc3)C2)cc1 (stereo not drawn)	1.0%
CCCn1c(N)c(N(CCOC)C(=O)c2cccc(Cl)c2)c(=O)[nH]c1=O	3.0%[76.3 µM]
Cc1cccc(-c2cc(C(=O)Nc3ccncc3)c3ccccc3n2)c1	3.1%[76.3 µM]
Cc1nc(N2CCN(C(=O)c3ccco3)CC2)[nH]c(=O)c1C	1.8%[76.3 µM]
O=C(NC1CCN(Cc2ccccc2)CC1)C1CCN(S(=O)(=O)c2ccccc2)CC1	1.9%
CCOc1ccc(CN(C)C(=O)c2ccc(=O)[nH]c2)cc1	6.4%[76.3 µM]
CSCC[C@H](NC(=O)Cc1ccc(Cl)cc1)C(=O)N1CCC2(CC1)NCCc1[nH]cnc12	-13.3%[76.3 µM]
O=C(Nc1nnc(C2CCCCC2)s1)C1CC(=O)N(c2ccc(F)cc2)C1 (stereo not drawn)	9.3%
CCC(=O)Nc1nnc(SCC(=O)Nc2ccc3c(c2)OCCO3)s1	-7.7%[76.3 µM]
O=C(CN1CCOCC1)NCCNS(=O)(=O)c1ccccc1	-16.4%[76.3 µM]
O=C(NCCc1ccc(Cl)cc1)C1CCN(C(=O)N2CCOc3ccccc32)CC1	12.2%[76.3 µM]
CCOC(=O)CC(NC(=O)c1cc2cccc(OC)c2oc1=O)c1ccc(OC)cc1 (stereo not drawn)	3.4%
Cc1nc(NC(=O)C2CC2)sc1C(=O)Nc1ccc(Br)cc1	2.7%[76.3 µM]
O=C(OCc1cccc(Cl)c1)c1cc(S(=O)(=O)N2CCCCC2)ccc1N1CCOCC1	2.6%[76.3 µM]
O=C(NCCc1ccc(Cl)cc1)C1CCCO1 (stereo not drawn)	2.9%

An excerpt, so the mix of outcomes need not match the whole.
